Compound activity: PubChem, National Center for Advancing Translational Sciences (NCATS)
A549 tox = kills or reduces viability of A549 cells in Nrf2 counter-screen. A549 ARE-Fluc cells, CellTiter-Fluor viability, 18-24 h. Potency, µM (doses to about 46 µM), inactives show at the highest dose activity change, negative = cytotoxicity, usual class: inhibitors. hit rate 0.16% among 390,000; further: potency means the concentration at half of the fitted maximal effect; on the % scale 0 is the no-effect control and ±100 the full control effect
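Cytotoxicity counterscreen: CellTiter-Fluor fluorescence was measured in A549 ARE_Fluc cells after 18-24 h of compound exposure in a concentration series. The subsequent BugLite luminescent read reports ARE-luciferase activity.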
Akt phos inh = inhibitors of Akt phosphorylation | hit rate 0.32% among 360,000 | activity change, % for hits at 50 µM | AID 651550 | Neuro2A IGF-stimulated pAkt S473 HTRF, 20 min; hits give low values; in the data active means activity change below about -80%; inconclusive means mostly about -51% to -80%; further: on the % scale 0 is the no-effect control and ±100 the full control effect
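Neuro2A cells (4,500/well, DMEM with 0.5% FBS) were treated with compound at a single 50 µM final concentration, stimulated with 6 nM IGF for 20 min at 37 °C, and lysed. Phospho-Akt Ser473 was read by HTRF as 665/615 ratio ×10^4.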
CCT chaperon mod = cytosolic chaperonin activity modulation; hit rate 0.3% among 360,000; purified chaperonin ATPase assay, HTRF ADP detection, 30 min; activity change, % (test concentration not listed), hits read low; in the data active means activity change below about -30%; further: on the % scale 0 is the no-effect control and ±100 the full control effect
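Nucleotide hydrolysis assay: TRiC at 20–40 nM final (set by batch activity) with 10 uM ATP, 30 min at 37 °C, in presence of 76 uM compound. Detection by competitive ADP HTRF, 30 min ambient.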
Abeta yeast res = restores growth of yeast expressing A-beta42 peptide; yeast expressing A-beta42, growth rescue, OD600, 48 h; response scale: 0% DMSO, 100% iron-clioquinol control; Potency, µM (series often up to 46.1 µM), for inactives: at the highest dose growth rescue, most hits filed as activators; hit rate 0.063% among 410,000; AID 1347071; further: potency means the concentration at half of the fitted maximal effect; nearly all actives have a fitted effect of over 55% in size
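Growth rescue measured by 600 nm absorbance after 48 h yeast culture at 30 C with compound. Values normalized between DMSO and an equimolar ferric chloride plus clioquinol control.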
HepG2 viability = kills HepG2 cells in TGF-b inhibitor counter-screen | Potency, µM (series often up to 46.1 µM), for the others: top-dose activity change, negative = cytotoxicity, most hits filed as cytotoxic | hit rate 0.76% among 410,000 | HepG2 CAGA-GFP viability, ATP luminescence, 18 h | AID 588856; further: potency means the concentration at half of the fitted maximal effect; some results filed as inactive show a strong effect at the top dose
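HepG2 CAGA-GFP cells (1000/well, DMEM with 1% FBS) received compound, then TGF-beta at 500 pg/mL final, and were incubated 18 hours at 37 degrees C. Viability was read by CellTiter-Glo luminescence. Media-only wells were set as complete cell-killing and DMSO as no toxicity.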
MmCpn inh = M. maripaludis TRiC chaperonin inhibition. Potency, µM (top dose mostly 76.9 µM), for the others: at the highest dose activity, negative = inhibition, actives largely listed as inhibitors. purified Mm-Cpn ATPase, ADP Transcreener TR-FRET. AID 504842. hit rate 0.031% among 330,000; further: potency means the concentration at half of the fitted maximal effect; on the % scale 0 is the no-effect control and ±100 the full control effect; nearly all actives have a fitted effect of over 80% in size
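ATP (10 uM final) was added to archaeal chaperonin (25 nM final) after 10 min exposure to test compound at 37°C; after 30 min further incubation, ADP was detected by competitive TR-FRET.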
Nrf2 activator = Nrf2 pathway activation; AREc32 ARE-luciferase reporter (MCF7-derived line), luminescence, 24 h; hit rate 0.31% among 410,000; Potency, µM (highest dose often 46.1 µM), without a hit: top-dose activation, usual class: activators; further: potency means the concentration at half of the fitted maximal effect; % of control where 0% means no effect; nearly all actives have a fitted effect of over 65% in size
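Cells of the AREc32 ARE-luciferase line are plated in OPTI-MEM containing 5% FBS and left overnight at 37 deg C. Compounds are pinned in, incubation continues 24 hr, and firefly luciferase signal is then measured.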
Nrf2 inh = inhibitors of Nrf2 signaling; A549 ARE-Fluc reporter, luciferase luminescence, 18-24 h; Potency, µM (top dose mostly 46 µM), inactives show at the highest dose activity change, negative = inhibition, usual class: inhibitors; hit rate 2.1% among 360,000; AID 504444; further: potency means the concentration at half of the fitted maximal effect; on the % scale 0 is the no-effect control and ±100 the full control effect; nearly all actives have a fitted effect of over 60% in size
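A549 ARE_Fluc cells (5000/well, 5% FBS OPTI-MEM) pre-incubated 2 h, then treated with compounds 18-24 h at 37C/5% CO2 in concentration-response. CellTiter-Fluor viability read first; BugLite luciferase luminescence after 15 min at room temperature gives Nrf2 activity.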
TGFb SMAD3 inh = inhibitors of TGF-b signaling | HepG2 CAGA-GFP TGF-b/SMAD3 reporter, GFP fluorescence, 18 h; TGF-beta stimulated, 500 pg/mL final | Potency, µM (series often up to 46.1 µM), inactives show at the highest dose activity, negative = inhibition, hits mostly inhibitors | hit rate 1.2% among 410,000; further: potency means the concentration at half of the fitted maximal effect; on the % scale 0 is the no-effect control and ±100 the full control effect; nearly all actives have a fitted effect of over 65% in size
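Inhibition was scored as loss of TGF-beta-induced (500 pg/mL final, 18 hours, 37 degrees C) GFP in HEPG2 cells carrying a CAGA-GFP reporter, in DMEM with 1% FBS. Well GFP was summed per cell; Activity was normalised to unstimulated and stimulated DMSO wells, then concentration-response fitting.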
An asterisk follows results filed as active; i = inactive; ? = inconclusive; / = no result given; & = joins results of further samples; [ ] = dose if it differs, or a comment. Unless noted, the call rests on the fitted dose curve; in most records, active means well fitted curve in the direction sought with a large enough effect; inconclusive means small, poorly fitted or top-dose-only effect, or another doubt; inactive means no such curve, though single readings can be large; an effect the other way counts as inactive or inconclusive. Not a hit list; any-hit rate near 4.3%.

entry	molecule	A549 tox	Akt phos inh	CCT chaperon mod	Abeta yeast res	HepG2 viability
1	COc1ccc2nc(-c3ccccc3)cc(C(=O)OCC(=O)N3CC(C)OC(C)C3)c2c1 (stereo not drawn)	9%	i	1.1	-5%	-14%
2	O=C(Nc1ccc(F)cc1F)c1ccc2c(=O)n3c(nc2c1)CCCCC3	12%	/	/	-36%[inhibitor]	-21%
3	CCCCc1nc2ccccc2n2c(-c3ccc(C)cc3)c3c(=O)n(C)c(=O)n(C)c3c12	-4%	/	/	-16%	6%
4	CC(C)(C)N1C(=O)[C@H]2[C@@H](c3ccc(Br)cc3)N3C(=O)N(c4cccc(Cl)c4)C(=O)[C@@]3(Cc3ccccc3)[C@H]2C1=O	-9%	i	-2.1	-4%	-17%
5	COc1cc(C(=O)NCC(c2ccc(Cl)cc2)N2CCOCC2)cc(OC)c1OC (stereo not drawn)	-4%	/	/	1%	-16%
6	COc1ccc(/C=N/n2c(C)nc3sc(C)c(C)c3c2=O)cc1	0%	i	-0.4	-11%	7%
7	COc1cccc(-n2c(SCC(=O)NC3CCS(=O)(=O)C3)nc3ccccc3c2=O)c1 (stereo not drawn)	-10%	i	-8.5	-16%	-4%
8	Cc1nn(-c2ccccc2)c(C)c1/C=C/C(=O)OCC(=O)Nc1ccc(S(N)(=O)=O)cc1	-9%	i	0.2	2%	-24%
9	CN(CC(=O)NCc1cccs1)CC(=O)Nc1ccccc1Cl	/	i	-0.1	0%	3%
10	CCN(CC)C(=O)CSc1nnc(-c2ccc(S(=O)(=O)N3CCCC3)cc2)o1	-5%	i	-0.7	-3%	7%

entry	MmCpn inh	Nrf2 activator	Nrf2 inh	TGFb SMAD3 inh
1	-10%	1.3%	?	-10%
2	/	5.8%	11%[9.27 µM]	2%
3	/	0.8%	7%	-2%
4	-1%	0.3%	6%	-19%
5	/	3.1%	-2%	22%
6	-3%	0.1%	-8%	0%
7	3%	-1.5%	-6%	0%
8	-1%	-1.2%	-28%	-23%
9	/	-0.7%	/	3%
10	-1%	-0.3%	-7%	-2%

The final 4 records of the part above are carried over, then new ones follow.
entry	molecule	A549 tox	Akt phos inh	CCT chaperon mod	Abeta yeast res	HepG2 viability
7	COc1cccc(-n2c(SCC(=O)NC3CCS(=O)(=O)C3)nc3ccccc3c2=O)c1 (stereo not drawn)	-10%	i	-8.5	-16%	-4%
8	Cc1nn(-c2ccccc2)c(C)c1/C=C/C(=O)OCC(=O)Nc1ccc(S(N)(=O)=O)cc1	-9%	i	0.2	2%	-24%
9	CN(CC(=O)NCc1cccs1)CC(=O)Nc1ccccc1Cl	/	i	-0.1	0%	3%
10	CCN(CC)C(=O)CSc1nnc(-c2ccc(S(=O)(=O)N3CCCC3)cc2)o1	-5%	i	-0.7	-3%	7%
11	Cc1nnc(NC(=O)CSc2nnc(-c3ccc(S(=O)(=O)N4CCCC4)cc3)n2C)s1	1%	/	-2.0	25%	-11%
12	C[C@H](CO)N1C[C@H](C)[C@@H](CN(C)S(=O)(=O)c2ccccc2F)OCc2cnnn2CCCC1=O	/	i	1.3	-2%	3%
13	Cc1nn(CC(=O)Nc2ccc(Cl)cc2Cl)c(=O)c2ccccc12	17%	i	-1.5	4%	-9%
14	CCOc1ncccc1C(=O)OCC(=O)c1ccc(OC)c(OC)c1	6%	i	-0.9	5%	2%
15	CCc1noc(C)c1C(=O)Nc1nc(-c2ccc(F)cc2)c(C)s1	8%	i	1.5	-13%	-20%
16	O=S(=O)(Nc1cccnc1Cl)c1ccc2c(c1)OCCO2	2%[1.84 µM]	i	0.2	?	-3%
17	CCOc1ccccc1C1CC(=O)Oc2c1c(=O)n(C)c1ccccc21 (stereo not drawn)	-16%	/	/	-7%	1%
18	O=C(COC(=O)c1ccccc1O)NC(c1ccccc1)c1ccccc1	-2%	i	-3.9	7%	-2%
19	O=C(NCC(=O)N1CCCCCC1)c1ccc(OC(F)F)cc1	6%	i	-1.6	5%	-8%
20	Cc1cc2c(cc1C)/C(=N/NC(=O)c1ccccn1)CCC2	2%	i	0.3	-3%	-20%

entry	MmCpn inh	Nrf2 activator	Nrf2 inh	TGFb SMAD3 inh
7	3%	-1.5%	-6%	0%
8	-1%	-1.2%	-28%	-23%
9	/	-0.7%	/	3%
10	-1%	-0.3%	-7%	-2%
11	-3%	-0.1%	/	-7%
12	/	0.0%	/	1%
13	-1%	-0.9%	8%	-5%
14	0%	-0.2%	-5%	0%
15	-1%	3.6%	12%	-18%
16	0%	-0.5%	-10%	5%
17	/	4.7%	20%	-3%
18	-7%	0.6%	10%	-3%
19	-2%	0.2%	3%	-3%
20	0%	5.3%	?	0%

Next part
entry	molecule	A549 tox	Akt phos inh	CCT chaperon mod	Abeta yeast res	HepG2 viability
21	COC(=O)C1=C(C)NC(C)=C(C(=O)OC)C1c1ccco1	2%	i	1.4	-14%	-4%
22	c1ccc2c(c1)oc1c(Nc3ccc4c(c3)OCCO4)ncnc12	-12%	i	-1.1	7%	-22%
23	CCOCCNC(=O)c1ccc2c3c(cccc13)CC2	0%	i	2.1	4%	-1%
24	COC(=O)C1(C#N)C(c2ccccc2)C1(C(=O)OC)C(=O)OC (stereo not drawn)	-12%	i	-2.5	9%	3%
25	Cc1cc(NCC(C)C)n2ncnc2n1	3%	i	0.6	13%	3%
26	Fc1ccc(NC(=S)Nc2ccc(F)c(Cl)c2)cc1Cl	-19%	i	-1.9	-90%[inhibitor]	-42%
27	CCN1CCN(C(c2ccc(F)cc2)c2c(O)cc(C)n(CCOC)c2=O)CC1 (stereo not drawn)	-10%	/	/	4%	5%
28	COc1ccc(S(=O)(=O)N(C)CC(=O)Nc2ccc3c(c2)OCCO3)cc1	-9%	i	-1.1	-5%	1%
29	Cc1ccc(NC(NC(=O)c2ccccc2[N+](=O)[O-])C(Cl)(Cl)Cl)cc1 (stereo not drawn)	-16%	i	-4.1	-18%	-11%
30	O=C(COc1cccc(F)c1)Nc1ccc2[nH]c(=O)[nH]c2c1	2%	i	-0.1	/	-38%

entry	MmCpn inh	Nrf2 activator	Nrf2 inh	TGFb SMAD3 inh
21	0%	3.2%	10%	8%
22	1%	-0.2%	-5%	27%
23	-6%	-0.4%	7%	-5%
24	1%	0.1%	-19%	9%
25	0%	-0.4%	-11%	?
26	0%	2.6%	?	?
27	/	3.0%	/	37%[activator]
28	-2%	0.3%	9%	?
29	1%	2.3%	?	-3%
30	-5%	2.5%	-2%	-13%

Next part
entry	molecule	A549 tox	Akt phos inh	CCT chaperon mod	Abeta yeast res	HepG2 viability
31	O=C(NCCc1ccccc1)c1ccc(Cn2c(=O)c3cccn3c3cccnc32)cc1	-3%	/	/	-4%	-1%
32	O=C(NCc1cccs1)C(=O)c1c[nH]c2ccccc12	3%	i	-1.4	-9%	0%
33	CSc1ccc(/C=C/C(=O)OCC(=O)c2ccc[nH]2)cc1	-2%	i	-2.7	-17%	10%
34	CCOc1ccc(N=c2cc(-c3ccc(OC)cc3)oc3ccccc23)cc1	-11%	i	1.8	-17%	-33%
35	Cc1ccc(CN(C(=O)COc2ccccc2[N+](=O)[O-])c2ccccn2)o1	6%	/	/	-6%	-9%
36	COc1ccc(-c2cc3c(=O)n(CC(=O)NCc4ccc(C)cc4)ncn3n2)cc1	-5%	i	-2.6	3%	-3%
37	Cc1cc(C)c(C(=O)COC(=O)CNC(=O)c2ccccc2C)c(C)c1	0%	i	-1.0	?	-30%
38	CC(C(=O)NN)n1nnc(N2CCOCC2)n1 (stereo not drawn)	-3%	i	0.0	1%	-6%
39	COc1ccc(C)cc1S(=O)(=O)N1CCCCC1	0%	i	-2.7	9%	-10%
40	O=C1CCSC2(C(=O)N(Cc3ccc(F)cc3)c3ccccc32)N1c1ccc(F)c(F)c1 (stereo not drawn)	-6%	/	/	-8%	-79%

entry	MmCpn inh	Nrf2 activator	Nrf2 inh	TGFb SMAD3 inh
31	/	-0.4%	12%	0%
32	-1%	0.1%	13%	1%
33	-14%	-0.5%	6%	6%
34	-4%	7.2%	?	?
35	/	4.2%	2%	-22%
36	0%	-0.5%	16%	1%
37	-6%	-0.6%	0%	3%
38	3%	4.8%	-2%	-12%
39	0%	-0.4%	1%	-1%
40	/	9.1%	-10%	?

Remaining list, next part.
entry	molecule	A549 tox	Akt phos inh	CCT chaperon mod	Abeta yeast res	HepG2 viability
41	CCc1ccc(NC(=O)CSc2nnc(CC)c(CC)n2)cc1	10%&-3%	i	1.6	8%&17%	-4%&7%
42	CCOC(=O)c1oc2ccc(S(=O)(=O)n3nc(-c4cc(OCC)c(OCC)c(OCC)c4)cc3N)cc2c1C	-14%	/	/	-7%	-27%
43	OCC1CCCCN1C(=S)Nc1cccc(Cl)c1 (stereo not drawn)	6%	i	-1.7	11%	-6%
44	CSc1cccc(NC(=O)C2CCCN2S(=O)(=O)c2ccc3c(c2)CCC(=O)N3)c1 (stereo not drawn)	-18%	i	0.7	12%	-8%

entry	MmCpn inh	Nrf2 activator	Nrf2 inh	TGFb SMAD3 inh
41	1%	1.3%&2.1%	?	-8%&-19%
42	/	0.4%	-6%	-24%
43	4%	0.0%	-3%	?
44	1%	4.6%	?	-4%

Limited to CCT chaperon mod, HepG2 viability and Akt phos inh, for two of the compounds above:
| no. | smiles | CCT chaperon mod | HepG2 viability | Akt phos inh |
| --- | --- | --- | --- | --- |
| 43 | OCC1CCCCN1C(=S)Nc1cccc(Cl)c1 (stereo not drawn) | -1.7 | -6% | i |
| 44 | CSc1cccc(NC(=O)C2CCCN2S(=O)(=O)c2ccc3c(c2)CCC(=O)N3)c1 (stereo not drawn) | 0.7 | -8% | i |
